UBC13 inh: human UBC13 polyubiquitination inhibition. AID 485273. inhibition, % at 20 µM. actives 0.47% (n = 330,000). UBC13 polyubiquitin chain formation, TR-FRET; in the data active means inhibition above about 45%, passing the limit was not always enough
Target sequence (P61088 whole entry, looked up): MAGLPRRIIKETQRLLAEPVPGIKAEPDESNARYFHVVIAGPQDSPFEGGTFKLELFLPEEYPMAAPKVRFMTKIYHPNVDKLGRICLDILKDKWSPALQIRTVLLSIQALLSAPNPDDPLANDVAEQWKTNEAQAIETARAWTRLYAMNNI
Gli-Sufu antag: Gli-Sufu pathway antagonism | Sufu-KO-LIGHT fibroblasts, Gli luciferase reporter luminescence | inhibition, % at 5 µM | actives 0.74% (n = 340,000) | AID 588413;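 active means inhibition above about 55%, limit read from the data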;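 further: 0% = DMSO-treated cells and 100% = wells with medium but no cells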
CCR6 antag: antagonists of human CCR6 receptor; P51684; CHO-K1 CCR6 PathHunter beta-arrestin, luminescence, CCL20-stimulated; inhibition, % at 20 µM; actives 0.49% (n = 340,000); AID 493098;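 active means compounds whose inhibition of the agonist-driven luminescence signal at 20 µM reaches about 50%, limit read from the data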;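 further: cells stimulated with CCL20 at 14 nM final; plate controls were DMSO with CCL20 for no effect and DMSO without agonist for full effect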
CXCR6 inh: inhibitors of human CXCR6 receptor | actives 0.36% (n = 360,000) | inhibition, % at 20 µM | CHO-K1 PathHunter CXCR6 beta-arrestin, luminescence; in the data active means inhibition above about 34%, passing the limit was not always enough;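 further: antagonist mode with CXCL16 agonist at 10 nM final; 0% = 10 nM CXCL16 with DMSO and 100% = unstimulated wells without agonist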
APJ ag: activates the human apelin receptor APJ; P35414; CHO-K1 APJ PathHunter beta-arrestin, luminescence; 0% DMSO wells, 100% apelin; activation, % at 20 µM; actives 0.11% (n = 330,000);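 active means activation more than six SD over the plate average, tested at 20 µM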;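 further: 0% = DMSO alone and 100% = apelin-13 at 10 nM; some results filed as inactive read as strong as hits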
Target sequence (P35414 whole entry, looked up): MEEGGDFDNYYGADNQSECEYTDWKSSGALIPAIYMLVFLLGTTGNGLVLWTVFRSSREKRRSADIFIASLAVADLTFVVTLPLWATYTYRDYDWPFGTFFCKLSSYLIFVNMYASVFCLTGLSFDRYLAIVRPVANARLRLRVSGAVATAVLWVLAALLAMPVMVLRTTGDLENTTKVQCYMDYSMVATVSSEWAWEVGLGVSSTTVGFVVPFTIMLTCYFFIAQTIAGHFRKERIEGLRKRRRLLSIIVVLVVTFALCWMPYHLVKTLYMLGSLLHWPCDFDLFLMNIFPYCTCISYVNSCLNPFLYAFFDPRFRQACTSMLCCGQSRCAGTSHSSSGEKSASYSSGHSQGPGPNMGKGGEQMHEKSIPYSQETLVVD
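Assay system – PathHunter CHO-K1 APJ (AGTRL-1) beta-arrestin reporter cells · Compound – one dose, 20 µM compound, 1% DMSO · Timing – compound 90 min 25 °C, reagent 1 h · Measured by – luminescence from split beta-galactosidase complementation, Galacton Star/Emerald II substrate · Measure – beta-arrestin recruitment to APJ as agonist activity, luminescent signal · Benchmarks – DMSO vs Apelin-13 10 nM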
ATG4B inhibitor: inhibitors of human ATG4B cysteine protease. ATG4B cleavage of LC3-PLA2, NBD-HPC fluorescence, 1 h. inhibition, % at 8.33 µM. actives 0.51% (n = 340,000). AID 504462; in the data active means inhibition above about 40%
Target sequence (Q9Y4P1 whole entry, looked up): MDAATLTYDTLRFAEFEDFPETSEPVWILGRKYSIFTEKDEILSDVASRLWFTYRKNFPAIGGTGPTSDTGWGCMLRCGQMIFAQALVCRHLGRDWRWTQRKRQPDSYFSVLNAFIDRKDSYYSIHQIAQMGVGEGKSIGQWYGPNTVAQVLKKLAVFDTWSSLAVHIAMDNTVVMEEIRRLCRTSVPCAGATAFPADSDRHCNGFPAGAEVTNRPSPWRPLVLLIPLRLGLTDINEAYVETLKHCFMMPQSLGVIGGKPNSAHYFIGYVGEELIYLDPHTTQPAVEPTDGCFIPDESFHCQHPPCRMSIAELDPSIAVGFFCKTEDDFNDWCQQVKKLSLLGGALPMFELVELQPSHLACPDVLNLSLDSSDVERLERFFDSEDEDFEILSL
APJ antag: APJ receptor antagonism; inhibition, % at 20 µM; actives 0.32% (n = 330,000); P35414; CHO-K1 APJ beta-arrestin complementation, luminescence;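 active means inhibition above about 40% at 20 µM, limit read from the data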;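 further: cells challenged with 10 nM apelin-13 agonist together with compound; plate controls were apelin-13 plus DMSO wells for no effect and DMSO wells lacking apelin-13 for full effect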
EBI2 antag: EBI2 (human) antagonism; P32249; EBI2 beta-arrestin recruitment, luminescence, 7a,25-OHC stimulated; inhibition, % at 5 µM; actives 0.81% (n = 360,000); AID 651636; in the data active means inhibition above about 38%;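 further: enzyme fragment complementation signal reports receptor beta-arrestin coupling in cells; 0% = agonist plus DMSO wells and 100% = wells without agonist; some results beyond the cut were filed as inactive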
Starred values were filed as active, the others as inactive; · = no result given; & = joins results of further samples. An unsorted share of the library (roughly 3% active in at least one column).

SMILES | CCR6 antag | APJ antag | UBC13 inh | CXCR6 inh | Gli-Sufu antag | ATG4B inhibitor | EBI2 antag | APJ ag
CCOC(=O)c1cc2c(=O)n3ccccc3nc2n(Cc2ccco2)c1=NC(=O)c1cccc(OC)c1 | 11 | -2 | 16 | 4 | 2 | -2 | 3 | -1
COC(=O)c1sc(-c2ccc(Cl)cc2)cc1NC(=O)/C=C/C(=O)O | -3 | 16 | -30 | 14 | 7 | 5 | 0 | -3
O=CNCc1nc2ccccc2n1CCCc1ccccc1 | -1 | 2 | -2 | -4 | 2 | -3 | -2 | -2
CCOc1ccc(S(=O)(=O)N(C)CC(=O)NCc2ccccn2)cc1 | 6 | -2 | -3 | -1 | -13 | -2 | 1 | 0
CC(=O)Nc1ccc(NS(=O)(=O)c2cc([N+](=O)[O-])ccc2C)cc1 | 16 | 1 | -8 | 2 | -2 | -4 | -2 | -2
CCc1ccc(-c2nc(CN3CCC(C(=O)NCCc4ccc(OC)c(OC)c4)CC3)c(C)o2)cc1 | 4 | -5 | 12 | 7 | 9 | -2 | 6 | -4
O=[N+]([O-])c1ccc(Cl)cc1Sc1cccc2cccnc12 | -14 | 8 | 3 | 2 | -2 | -6 | 5 | -3
CCC(C)(C(=O)NC1CCCCC1)N(Cc1ccco1)C(=O)c1cnccn1 (stereo not drawn) | 4 | -4 | 8 | 5 | 5 | -2 | -4 | -4

SMILES | CCR6 antag | APJ antag | UBC13 inh | CXCR6 inh | Gli-Sufu antag | ATG4B inhibitor | EBI2 antag | APJ ag
COC(=O)c1ccc(-c2ccc([C@H]3[C@H]4C=CC[C@@H](C)[C@@H]4C(=O)N3Cc3ccccc3)c(F)c2)cc1 | 1 | 6 | -115 | 5 | 3 | 4 | 8 | -4
Cc1cccc(N2C(=O)SC(SC(=Nc3ccccc3)Nc3ccccc3)C2=O)c1 (stereo not drawn) | 8 | 20 | -15 | 0 | -2 | -4 | -6 | -2
CS(=O)(=O)n1nc(-c2cccnc2)nc1NCc1ccccc1 | 12 | -9 | -2 | 6 | -1 | 7 | -9 | -1
O=C(O)/C=C/c1cn(-c2ncc(C(F)(F)F)cc2Cl)c2ccccc12 | -17 | -10 | -15 | 2 | 8 | 5 | -1 | 7
CCOc1ccc(-c2nc(CSc3nncs3)cs2)cc1OC | -2 | 12 | 7 | -8 | -15 | 15 | 7 | 3
O=C(NCCCN1CCOCC1)C(=O)NCC1OCCCN1S(=O)(=O)c1cc(F)ccc1F (stereo not drawn) | 5 | 3 | 2 | 3 | -3 | 7 | -9 | -1
O=C(c1ccccc1Cl)N1CCc2ccccc2C1 | 2 | 1 | -1 | 4 | -15 | 2 | -13 | -6
O=C1c2c(O)cc(O)cc2O[C@H](c2ccc(O)cc2)[C@H]1O | 7 | -13 | 7 | -2 | 2 | 5 | 1 | 0

SMILES | CCR6 antag | APJ antag | UBC13 inh | CXCR6 inh | Gli-Sufu antag | ATG4B inhibitor | EBI2 antag | APJ ag
Cc1cc(N=Cc2c(O)n(-c3ccc4c(c3)OCO4)c(=O)c3ccccc23)ccn1 | 15 | -13 | 17 | -6 | 4 | -26 | 1 | 4
O=C(NCCc1c[nH]c2ccccc12)c1cc([N+](=O)[O-])cc([N+](=O)[O-])c1 | 1 | -35 | -2 | -10 | -8 | -13 | 15 | 8
Cc1cc(C)c(S(=O)(=O)N2CCN(C(=O)N(C)C)CC2)c(C)c1 | -11 | -4 | 6 | -1 | 7 | 5 | -18 | -1
CCOC(=O)c1[nH]c(C)c(/C(O)=C2\C(=O)C(=O)N(CCCN3CCOCC3)C2c2cccnc2)c1C (stereo not drawn) | -8 | · | · | 5 | 24 | 4 | -10 | ·
CCCNC(=O)c1onc(CSc2ccc(F)c(F)c2)c1C(=O)NCCC | 4 | 8 | 9 | · | 2 | 0 | · | -3
Nc1ccc(S(=O)(=O)Nc2cnc3ccccc3n2)cc1 | 14&1 | 15&4 | -12&-4 | 6&1 | -4&2 | 5&4 | 2&-11 | 1&-5
Cc1ccc(C2C(=O)N(C3CCC(C)CC3)CC(=O)N2C2CC2)cc1 (stereo not drawn) | 5 | 17 | 3 | 6 | 21 | -5 | 1 | -5
O=C(O)c1ccc(NC2=C(Cl)C(=O)c3ccccc3C2=O)cc1 | 41 | -59 | -84 | 13 | -1 | -2 | 2 | 5

SMILES | CCR6 antag | APJ antag | UBC13 inh | CXCR6 inh | Gli-Sufu antag | ATG4B inhibitor | EBI2 antag | APJ ag
O=C(Oc1ccc2ccccc2c1Cl)N1CCCCCC1 | 4 | -3 | -8 | 1 | -77 | 8 | 12 | 1
N#Cc1cccc(Nc2c3c(nc4ccccc24)CCCC3)c1 | 21 | 19 | 6 | 13 | 31 | -6 | 18 | 2
COC(C[C@H](O)C[C@@H](O)[C@@H](C)OCc1ccccc1)OC | -4 | 2 | 2 | 1 | 2 | 1 | -5 | 3
CCOc1ccc2nc(NC(NC(=O)CC)(C(=O)OC)C(F)(F)F)sc2c1 (stereo not drawn) | 2 | 24 | 2 | -10 | -23 | 18 | -11 | -3
Oc1ccc2ccc(Cl)cc2c1 | 2 | · | · | -4 | 4 | 3 | -9 | ·
O=C(NC1CCCCC1)c1ccc(S(=O)(=O)N2CCOCC2)cc1 | -7 | -1 | -5 | 6 | 3 | -9 | -4 | -1
O=C(/C=C/c1ccccc1Cl)Nc1ccncc1 | 1 | -17 | 5 | 3 | 10 | -21 | -20 | 1
COc1ccc(OC)c(NC(=O)C2CCCN(S(C)(=O)=O)C2)c1 (stereo not drawn) | 6 | -23 | -4 | 3 | 26 | -1 | 9 | -4

SMILES | CCR6 antag | APJ antag | UBC13 inh | CXCR6 inh | Gli-Sufu antag | ATG4B inhibitor | EBI2 antag | APJ ag
Cc1ccc2[nH]c(=O)c(CN(CCCO)C(C)c3nnnn3Cc3ccco3)cc2c1 (stereo not drawn) | 15 | 0 | -8 | 2 | -3 | 4 | 3 | -5
CSc1ccc(C2CC(=O)Nc3nc(SC)[nH]c(=O)c32)cc1 (stereo not drawn) | 10 | 19 | 4 | 4 | 3 | -7 | -2 | -2
O=C(Nc1ccccc1O)c1ccc2c(c1)C(=O)N(c1ccccc1)C2=O | -4 | 5 | -1 | 0 | 7 | -2 | -7 | 0
CC(=O)Nc1ccc(S(=O)(=O)NNC(=O)c2cccc3ccccc23)cc1 | 14 | 15 | -4 | 9 | 18 | 6 | -2 | 0
CC(C)C(=O)Nc1cccc(NC(=O)c2cc3ccccc3o2)c1 | -2 | 14 | 3 | -15 | -57 | -20 | 5 | 2
O=C(NN1C(=O)NC2(CCCCC2)C1=O)c1ccc(Cl)s1 | 9 | -14 | -3 | 7 | -8 | 0 | -6 | -2
CCOC(=O)C(Cc1ccccc1)NC(=O)Cn1nnc(-c2ccccc2)n1 (stereo not drawn) | -12 | 7 | 1 | -11 | 4 | 25 | 3 | -2
Fc1cccc(/C=N/Nc2ccccn2)c1 | -2 | 6 | 2 | -13 | -37 | -7 | -9 | 1

SMILES | CCR6 antag | APJ antag | UBC13 inh | CXCR6 inh | Gli-Sufu antag | ATG4B inhibitor | EBI2 antag | APJ ag
CC1(C)C2CCC1(CS(=O)(=O)N1CCC(C(N)=O)CC1)C(=O)C2 (stereo not drawn) | 6 | 12 | -2 | 6 | 0 | 8 | -10 | -2
COc1cc(CN2CCC(n3nccc3NC(=O)c3ccc4c(c3)OCO4)CC2)ccc1O | -6 | 14 | -2 | 0 | 18 | -2 | 2 | 0
Cc1cccc(C)c1-c1ccc(CN2C(CC(C)C)C(=O)N(Cc3cn(CC4CCCCC4)nn3)CCS2(=O)=O)cc1 (stereo not drawn) | 9 | · | · | 7 | 5 | -4 | 21 | ·
CCn1c(SCC(=O)Nc2ccc(OC)c(OC)c2)nnc1-c1cccs1 | 2 | 14 | 5 | -7 | 8 | -6 | -5 | -4
Cc1oc(-c2ccccc2)cc1C(=O)Nc1ccc(N(C)C)cc1 | 19 | 5 | -5 | 4 | -4 | 3 | 16 | -8
Cc1cnc(C(=O)OCC(=O)NC23CC4CC(CC(C4)C2)C3)cn1 | -8 | -27 | 0 | 0 | 15 | -4 | -14 | -1
O=C(CCCNc1ccccc1)N/N=C/c1cccs1 | -1 | 3 | 3 | -7 | 6 | 1 | -1 | -3
CCOc1cccc(CN2CCC(Oc3ccc(C(=O)NCc4ccccn4)cc3)CC2)c1 | 4 | 9 | 3 | -8 | 12 | -4 | -6 | -3

Limited to ATG4B inhibitor, CCR6 antag and CXCR6 inh, for 3 of the compounds above:
compound,ATG4B inhibitor,CCR6 antag,CXCR6 inh
CC1(C)C2CCC1(CS(=O)(=O)N1CCC(C(N)=O)CC1)C(=O)C2 (stereo not drawn),8,6,6
COc1cc(CN2CCC(n3nccc3NC(=O)c3ccc4c(c3)OCO4)CC2)ccc1O,-2,-6,0
Cc1cccc(C)c1-c1ccc(CN2C(CC(C)C)C(=O)N(Cc3cn(CC4CCCCC4)nn3)CCS2(=O)=O)cc1 (stereo not drawn),-4,9,7

Following part
SMILES | CCR6 antag | APJ antag | UBC13 inh | CXCR6 inh | Gli-Sufu antag | ATG4B inhibitor | EBI2 antag | APJ ag
CCNC(=S)Nc1ccc(OC(F)(F)F)cc1 | 10 | -10 | -1 | 7 | -17 | -5 | -4 | 0
CCOC(=O)CC(NC(=O)c1cccc2c1C(=O)N(Cc1cccnc1)C2)c1ccc(OC(C)C)cc1 (stereo not drawn) | 13 | 3 | 6 | -6 | -10 | -3 | -3 | -1
COc1ccc(NC(=O)CNC(=O)c2c(C)nn(C)c2Cl)cc1 | -5 | -6 | -1 | -2 | 11 | 4 | -1 | 3
COCCN(C(=O)Nc1ccc(OC)cc1OC)C1CCN(C(C)=O)CC1 | 11 | 1 | -3 | -10 | 14 | -8 | 4 | 0
CC1CCCN(CCCNS(=O)(=O)c2cc(Br)cc3c2N(C(=O)C2CC2)CC3)C1 (stereo not drawn) | 7 | -1 | 5 | 6 | 8 | 5 | 4 | -1

An excerpt from above in order of heavy-atom count, smallest number first.
SMILES | CCR6 antag | APJ antag | UBC13 inh | CXCR6 inh | Gli-Sufu antag | ATG4B inhibitor | EBI2 antag | APJ ag
CCNC(=S)Nc1ccc(OC(F)(F)F)cc1 | 10 | -10 | -1 | 7 | -17 | -5 | -4 | 0
O=C(CCCNc1ccccc1)N/N=C/c1cccs1 | -1 | 3 | 3 | -7 | 6 | 1 | -1 | -3
COc1ccc(NC(=O)CNC(=O)c2c(C)nn(C)c2Cl)cc1 | -5 | -6 | -1 | -2 | 11 | 4 | -1 | 3
Cc1cnc(C(=O)OCC(=O)NC23CC4CC(CC(C4)C2)C3)cn1 | -8 | -27 | 0 | 0 | 15 | -4 | -14 | -1
CCOc1cccc(CN2CCC(Oc3ccc(C(=O)NCc4ccccn4)cc3)CC2)c1 | 4 | 9 | 3 | -8 | 12 | -4 | -6 | -3

3 compounds from above, arranged by their value in ATG4B inhibitor, highest first.
SMILES	ATG4B inhibitor
CC1CCCN(CCCNS(=O)(=O)c2cc(Br)cc3c2N(C(=O)C2CC2)CC3)C1 (stereo not drawn)	5
COc1ccc(NC(=O)CNC(=O)c2c(C)nn(C)c2Cl)cc1	4
CCNC(=S)Nc1ccc(OC(F)(F)F)cc1	-5

Screening results deposited in PubChem BioAssay by Sanford-Burnham Center for Chemical Genomics.
